High-throughput results from PubChem.
MazF activator – activators of E. coli MazEF toxin-antitoxin RNase. activation, % at 20 µM. FAM/BHQ RNA-DNA oligo cleavage fluorescence, 5 h. hit rate 0.32% among 350,000. AID 504720. P0AE70; in the data active = activation above about 50%
GDH-TPI inh – inhibits GDH-TPI coupling enzymes, artifact for Mtb FBA screen; AID 588335; inhibition, % at 4.8 µM; hit rate 1.2% among 360,000; GDH-TPI coupled enzyme counterscreen, NADH absorbance;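 note: 0% = DMSO wells and 100% = wells lacking the enzyme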
FBA Mtb inh – inhibitors of M. tuberculosis fructose-bisphosphate aldolase. P9WQA3. purified M. tuberculosis FBA, fluorescence read-out. inhibition, % at 1 µM. hit rate 2.3% among 360,000. AID 588726; in the data active = inhibition above about 27%;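 note: 0% = vehicle and 100% = reference inhibitor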
Rv3671c protease – Rv3671c (M. tuberculosis) protease inhibition | AID 2606 | hit rate 0.048% among 320,000 | P9WHR9 | inhibition, % at 5.96 µM; in the data active = inhibition above about 38%;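 note: extracellular domain of Rv3671c used as enzyme; 0% = enzyme with DMSO and 100% = no enzyme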
Target sequence (P9WHR9 whole entry, looked up, the tested form may be a part): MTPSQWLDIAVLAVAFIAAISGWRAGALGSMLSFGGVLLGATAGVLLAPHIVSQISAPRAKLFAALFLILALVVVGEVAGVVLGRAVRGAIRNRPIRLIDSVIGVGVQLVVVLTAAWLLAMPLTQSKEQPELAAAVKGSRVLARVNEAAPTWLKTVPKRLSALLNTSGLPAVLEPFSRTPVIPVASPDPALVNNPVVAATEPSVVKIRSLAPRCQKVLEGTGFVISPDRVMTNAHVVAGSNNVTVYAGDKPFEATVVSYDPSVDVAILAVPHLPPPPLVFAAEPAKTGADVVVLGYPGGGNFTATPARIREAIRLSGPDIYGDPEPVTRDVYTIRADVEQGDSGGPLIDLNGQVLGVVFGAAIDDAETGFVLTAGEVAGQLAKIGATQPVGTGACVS
FadD28 FP inh – M. tuberculosis FadD28 bisubstrate binding inhibition | inhibition, % at 12.5 µM | hit rate 0.22% among 360,000 | FadD28 bisubstrate probe binding, fluorescence polarization; in the data active = inhibition above about 8.5%, passing the limit was not always enough; inconclusive = no clear call, values can overlap the other calls
Mtb UGM inh – inhibitors of M. tuberculosis UDP-galactopyranose mutase | purified UGM, fluorescence polarization probe displacement | inhibition, % at 10 µM | hit rate 0.06% among 320,000; in the data active = inhibition above about 10%, passing the limit was not always enough; inconclusive = no clear call, values can overlap the other calls
Target sequence (P9WIQ1 whole entry, looked up): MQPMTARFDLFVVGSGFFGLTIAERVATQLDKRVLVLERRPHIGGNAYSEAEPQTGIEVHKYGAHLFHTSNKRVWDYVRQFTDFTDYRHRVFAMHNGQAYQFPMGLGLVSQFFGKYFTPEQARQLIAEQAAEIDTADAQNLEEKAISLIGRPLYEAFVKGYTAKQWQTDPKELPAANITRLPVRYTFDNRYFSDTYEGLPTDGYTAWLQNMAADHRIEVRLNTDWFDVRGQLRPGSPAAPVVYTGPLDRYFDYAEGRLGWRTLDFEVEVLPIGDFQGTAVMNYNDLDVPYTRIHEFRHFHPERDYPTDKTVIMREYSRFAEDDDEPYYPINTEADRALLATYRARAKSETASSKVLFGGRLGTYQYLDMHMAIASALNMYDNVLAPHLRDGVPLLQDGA
CCHF vOTU inh – CCHFV vOTU protease inhibition; Pep-AMC fluorescence; inhibition, % at 11.5 µM; hit rate 0.55% among 370,000; AID 651958; note: 0% = vehicle wells with enzyme and 100% = no enzyme wells
Mtb BioA inh – inhibitors of Mycobacterium tuberculosis BioA enzyme; purified M. tuberculosis BioA enzyme, plate reader; inhibition, % at 9.99 µM; hit rate 0.096% among 360,000; AID 602481; in the data active = inhibition above about 40%; inconclusive = no clear call, values can overlap the other calls
DUSP3 inh – blocks human VHR1 dual specificity phosphatase. P51452. recombinant VHR phosphatase, pNPP absorbance. inhibition, % at 13.3 µM. hit rate 0.52% among 290,000. AID 1654; in the data active = inhibition above about 50%; note: some compounds called inactive have numbers as strong as hits
Target sequence (P51452 whole entry, looked up): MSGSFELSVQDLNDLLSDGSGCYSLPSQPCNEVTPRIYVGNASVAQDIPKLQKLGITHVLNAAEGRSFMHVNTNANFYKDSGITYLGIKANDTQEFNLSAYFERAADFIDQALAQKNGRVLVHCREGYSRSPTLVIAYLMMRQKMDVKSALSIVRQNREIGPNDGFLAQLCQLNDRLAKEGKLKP
BoNT-F LC inh – BoNT F light chain protease inhibition | inhibition, % at 10 µM | Multiplex microsphere protease cleavage assay, flow cytometry | AID 588497 | hit rate 0.22% among 360,000; in the data active = inhibition above about 35%, passing the limit was not always enough; inconclusive = no clear call, values can overlap the other calls; note: plate controls were buffer without enzyme for full effect and enzyme alone for no effect
* marks the source's active call; other numbers are inactive results; ? = inconclusive; nt = no result given. Cut-off read from the data, not from the text of the source, unless noted: active = inhibition above about 30%; inactive = the rest.

SMILES	MazF activator	GDH-TPI inh	FBA Mtb inh	Rv3671c protease	FadD28 FP inh	Mtb UGM inh	CCHF vOTU inh	Mtb BioA inh	DUSP3 inh	BoNT-F LC inh
COc1ccc(/C=C(\NC(=O)c2ccc(C)cc2)C(=O)NCC2CCCO2)cc1 (configuration not stated)	4	16	-2	-6	-0.8	-4.0	4	nt	6	-2
CC(C)OCCCNC(=O)c1ccccc1NC(=O)C1=CSCCO1	-5	5	-4	5	-3.0	1.9	18	2.9	19	9
CCc1ccccc1NC(=O)c1cc(-c2ccc3c(c2)OCO3)on1	-38	3	-2	-2	-2.2	2.4	-10	-2.9	14	-24
CCOC(=O)Cn1c(=N)n(CCOc2ccc(F)cc2)c2ccccc21	1	0	0	-2	-0.1	0.0	-2	-0.2	17	?
Cc1cc(N2CCCC(C(=O)Nc3ccc4c(c3)CCC4)C2)n2ncnc2n1 (configuration not stated)	8	0	3	-2	-1.2	2.1	-4	3.0	29	6
CC(C)(C)c1cc(NC(=O)CSc2nnc(N)s2)n(-c2ccccc2)n1	-1	9	0	-1	1.8	5.5	-4	-2.6	18	-9
Cc1ccc(OCCNC(=O)c2ccccc2O)cc1	9	9	15	-2	-3.3	0.4	-6	2.5	16	36*
OCC1=C[C@@H](O)C2C=CO[C@@H](O[C@@H]3O[C@H](CO)[C@@H](O)[C@H](O)[C@H]3O)C12 (some centres not stated)	9	3	-2	-3	-1.8	-0.5	-6	-1.3	nt	-14
CC1CCN(C(=O)CSc2nnc(-c3cccnc3)n2C2CCCCC2)CC1	1	19	-1	2	1.1	1.8	-15	nt	-4	-9
CCC/C(C)=C/c1ccc(CC)cn1	-2	2	1	nt	-3.3	-2.3	0	-2.0	6	?
Cc1ccc(OCC(=O)NN=C2c3ccccc3-c3ccccc32)cc1	39	17	1	4	0.2	-2.7	-21	-0.7	28	0
Cc1ccc(-n2nc(C)cc2Nc2ncc(Cl)cc2Cl)cc1	-2	-2	7	1	-2.7	0.0	-6	1.3	1	-1
Cc1ccn2c(C(=O)N/N=C/c3ccc(Cl)cc3)c(C)nc2c1	9	10	2	nt	-2.7	nt	-11	nt	27	-12
COc1ccc2c(c1)CCC/C2=N/OC(=O)c1ccccc1OC	-25	-2	-2	-4	-2.0	-0.3	-10	nt	9	-4
COc1cc(OC)cc(C(=O)N[C@H](C(=O)Nc2nc(-c3ccc(F)c(F)c3)cs2)C(C)C)c1	4	0	0	-11	-3.7	0.7	-6	-1.1	32	-3
Cc1c(NC(=O)COC(=O)Cc2ccc(F)cc2)c(=O)n(-c2ccccc2)n1C	2	2	0	-2	0.2	0.0	2	nt	nt	0
NC(=O)NC(=O)COC(=O)CN1C(=O)C2CCCCC2C1=O (configuration not stated)	-5	-2	0	-3	-0.6	nt	-10	-0.8	26	-15
CCc1ccccc1NC(=O)CCNS(=O)(=O)c1ccc2c(c1)CCC(=O)N2	6	4	1	0	-2.5	1.5	-5	-0.6	20	2
O=C(CCc1ccccc1)C(=O)N1CCCC(C(=O)c2cccc(Cl)c2)C1 (configuration not stated)	-4	1	-4	3	-1.9	-1.7	-4	0.4	21	3
O=C(CN1CCCC1)Nc1ccc(S(=O)(=O)N2CCCCC2)cc1	3	1	1	-14	-0.6	-1.5	9	-3.3	20	-2
CNC(=S)/N=C/NOCc1ccc(Cl)cc1Cl	1	1	-2	-6	-33	4.8	9	nt	13	-5
CN1CC(=O)Nc2ccc(F)cc2C1=O	-1	16	-8	-2	-2.6	3.8	-3	0.5	7	-7
O=C(CC1SCCNC1=O)Nc1ccc(F)c(Cl)c1 (configuration not stated)	-4	-4	-3	-1	-4.8	-1.9	-2	1.2	16	1
O=S(=O)(NC1C2CC3CC(C2)CC1C3)c1ccccc1 (configuration not stated)	-1	-13	-2	3	-3.9	1.3	-7	0.1	nt	6
Cc1nn2c(=O)cc(COC(=O)c3ccc(NC(=O)C(C)(C)C)cc3)nc2s1	-16	10	0	-1	-3.6	2.0	-2	-1.0	7	4

Single records, from the list above:
Cc1ccc(OCC(=O)NN=C2c3ccccc3-c3ccccc32)cc1 as listed: MazF activator = 39; GDH-TPI inh = 17; FBA Mtb inh = 1; Rv3671c protease = 4; FadD28 FP inh = 0.2; Mtb UGM inh = -2.7; CCHF vOTU inh = -21; Mtb BioA inh = -0.7; DUSP3 inh = 28; BoNT-F LC inh = 0
Cc1ccc(-n2nc(C)cc2Nc2ncc(Cl)cc2Cl)cc1 as listed: MazF activator = -2; GDH-TPI inh = -2; FBA Mtb inh = 7; Rv3671c protease = 1; FadD28 FP inh = -2.7; Mtb UGM inh = 0.0; CCHF vOTU inh = -6; Mtb BioA inh = 1.3; DUSP3 inh = 1; BoNT-F LC inh = -1
CCc1ccccc1NC(=O)CCNS(=O)(=O)c1ccc2c(c1)CCC(=O)N2 as listed: MazF activator = 6; GDH-TPI inh = 4; FBA Mtb inh = 1; Rv3671c protease = 0; FadD28 FP inh = -2.5; Mtb UGM inh = 1.5; CCHF vOTU inh = -5; Mtb BioA inh = -0.6; DUSP3 inh = 20; BoNT-F LC inh = 2

Next part.
SMILES	MazF activator	GDH-TPI inh	FBA Mtb inh	Rv3671c protease	FadD28 FP inh	Mtb UGM inh	CCHF vOTU inh	Mtb BioA inh	DUSP3 inh	BoNT-F LC inh
O=C(CCSc1ccc(F)cc1)Nc1ccc(-n2cnnn2)cc1	0	4	0	6	-1.0	1.8	5	0.1	-1	-20
CC1(C)C([N+](=O)[O-])C(c2ccc(O)cc2)NC(c2ccc(O)cc2)C1[N+](=O)[O-] (configuration not stated)	6	1	2	-3	-6.5	-0.4	-3	-0.9	-6	20
O=C(Cn1cncn1)N/N=C/c1c2ccccc2cc2ccccc12	3	11	0	1	-3.0	-0.6	9	-2.4	3	5
CCN1C(=NCCc2cccs2)N[C@@H](c2cccs2)C(C(=O)OC)=C1C	5	2	0	4	-1.2	-1.5	nt	0.4	17	-28
O=C(Nc1ccccc1)Nc1ccccc1-n1ccnc1	-3	1	-4	-3	-2.9	1.6	11	nt	26	-3
O=[N+]([O-])c1ccc(COc2ccccc2CN2CCCCC2)cc1	11	13	-1	nt	-1.6	nt	2	1.8	nt	-14
COc1ccccc1N1CCN(C(=O)CN(c2ccc(C)c(C)c2)S(C)(=O)=O)CC1	2	-5	1	-4	-1.0	-2.5	7	1.7	-10	2
O=C(Nc1nnc(S(=O)(=O)N2CCOCC2)s1)c1ccc(F)cc1	12	3	0	3	-4.1	-1.5	-2	0.1	-10	1
Cc1ccnc(NC(=O)CNC(=O)c2ccco2)c1	5	0	0	-3	-0.4	3.9	-4	-0.8	nt	-1
CCCOc1ccc(CN(C)c2ncnc(N)n2)cc1	5	6	0	-5	0.3	1.5	4	-1.6	17	?
CC(C(=O)Nc1ccccc1)N1CCN(c2ccccn2)CC1 (configuration not stated)	1	1	1	5	-3.3	1.4	-3	-1.1	2	24
Cc1ccc(NCN2C(=O)C3C4C=CC(C4)C3C2=O)cc1 (configuration not stated)	3	-4	8	2	-2.9	1.1	0	-0.5	32	14
CC1=NNC(=O)C1CC(=O)N/N=C/c1ccncc1 (configuration not stated)	7	3	1	7	0.0	-0.6	-10	nt	13	?
CCC(CC)C(=O)OCC(=O)Nc1ccc(S(=O)(=O)N2CCOCC2)cc1OC	-3	-1	5	-4	-0.2	-3.0	1	-4.2	12	-10
CCOc1ccc(CCNC(=O)CCc2nc3ccccc3[nH]2)cc1OCC	-10	2	0	1	-1.8	0.0	5	nt	0	9
COc1ccc(/C=C/C(=O)Nc2cc(C)nn2-c2nc3ccccc3[nH]2)cc1	-15	14	1	-24	-0.7	0.7	-1	nt	10	-1
Cc1ccc(-n2ncc3c(=O)[nH]c(SCC(=O)N4CCOCC4)nc32)cc1	-6	-4	0	-3	-2.8	0.4	7	1.0	-1	-2
CCC1CN(C(=O)N2CCC(C(=O)NCCc3ccc(OC)cc3OC)CC2)c2ccccc2O1 (configuration not stated)	2	0	-1	-6	0.5	0.8	12	-0.6	-3	5
CCCCC[C@@H]1C=C(C(=O)O)[C@H](c2ccc(F)cc2)N1S(=O)(=O)c1ccc(C)cc1	2	10	0	-4	0.3	2.7	18	1.6	nt	-1
CC(=O)c1nn(-c2ccc(Br)cc2)cc1C(=O)c1ccccc1	11	9	4	-1	-1.2	-2.2	-10	nt	-2	-2
CNC(=O)C[C@H]1C(=O)N(c2ccccc2)C[C@@H]1CSC	4	-9	0	nt	-4.6	nt	3	-1.0	nt	1
O=C(O)c1ccc([N+](=O)[O-])c2c1C(=O)c1ccccc1C2=O	3	2	-7	-4	-0.7	5.3	20	nt	nt	nt
COc1ccc(Nc2cc(Cl)nc(N)n2)cc1OC	-1	11	-3	8	-0.6	1.8	6	nt	-2	-6
CC(=O)Nc1cc(C(=O)c2ccccc2)ccc1N1CCOCC1	1	20	0	7	-0.1	2.1	1	16	13	10
CCC1CCCCN1C(=O)CCn1ccnc1 (configuration not stated)	6	-1	1	7	-0.9	3.2	-10	nt	22	1

The list goes on:
SMILES	MazF activator	GDH-TPI inh	FBA Mtb inh	Rv3671c protease	FadD28 FP inh	Mtb UGM inh	CCHF vOTU inh	Mtb BioA inh	DUSP3 inh	BoNT-F LC inh
COC(=O)c1cccc(OC(N)=O)c1	-1	nt	nt	-2	nt	-5.5	nt	nt	-17	nt
COc1ccc(C)cc1S(=O)(=O)N(CC(=O)Nc1cc([N+](=O)[O-])ccc1C)c1ccc(C)c(C)c1	4	-3	2	-31	-0.2	1.6	-2	nt	-13	2
CCOC(=O)Cc1csc(NC(NC(=O)OCC)(C(F)(F)F)C(F)(F)F)n1	3	-1	1	-3	-3.7	6.4	7	-1.7	20	?
CCc1nc(=O)c(-c2ccccc2)c(C)n1-c1ccccc1	6	4	-1	8	-3.5	0.4	3	1.4	20	3
O=S(=O)(Nc1ccc(N2CCOCC2)cc1)c1ccc(F)cc1F	2	1	-1	-5	0.1	-1.9	2	nt	9	-7
CNc1c(NC(=O)c2ccc3c(c2)OCO3)c(=O)oc2ccccc12	2	2	1	-1	-0.2	1.7	-6	-3.0	-7	1
CCN(CC(=O)NCc1ccc(Cl)cc1)C(=O)COc1ccc(C)cc1C	-14	2	3	-1	-1.9	3.2	19	0.8	-7	-8
COc1ccc2ccccc2c1/C=N/NC(=O)c1cc(C)[nH]n1	-11	9	3	-2	-0.1	0.3	20	-0.5	37	0
Cc1ccc(-c2c3c(=O)n(C)c(=O)n(C)c3cn2-c2ccccc2O)cc1	19	5	3	2	-2.2	-0.1	7	0.5	7	-4
COc1cc(C=C2NC(=O)NC2=O)ccc1O	-2	35*	4	nt	1.5	nt	8	-1.2	nt	3
CC1(C)CC(=O)C2=C(C1)OC(/N=C/N1CCOCC1)=C(C#N)C2c1ccccc1 (configuration not stated)	1	1	0	-1	-1.1	-0.1	5	-0.5	28	3
O=C(CNc1cc(S(=O)(=O)N2CCOCC2)ccc1N1CCCC1)Nc1ccc(Cl)cc1F	6	-8	1	nt	-1.1	nt	-13	0.1	nt	3
CC1(C)C(c2ccccc2)=NC(c2cccnc2)N1O (configuration not stated)	-1	5	0	-7	0.7	0.3	19	15	-9	0
Cc1ccc(NC2c3ncccc3C(=O)N2C2CCCCC2)cc1 (configuration not stated)	4	-4	-2	3	-0.9	-2.4	5	nt	16	5
COC(=O)c1c[nH]n2c(=O)cc(CCl)nc12	-2	8	17	0	1.3	2.9	-10	-0.5	-9	-7
CCOc1ccccc1OCC(=O)Nc1ccc(N2CCOCC2)cc1N1CCOCC1	5	-4	-2	nt	-2.1	nt	-10	0.2	nt	nt
Cc1cc2oc(=O)cc(-c3ccccc3)c2c(C)c1-c1ccc(CO)cc1	-3	7	-4	nt	-3.1	nt	3	4.0	nt	-4
CC(Oc1cccc(Br)c1)C(=O)N1CCCN(C)CC1 (configuration not stated)	5	0	1	5	-2.2	3.8	-14	1.8	42	0
COc1ccc2c(C)cc(C)nc2n1	6	2	1	1	-0.2	0.3	-3	-2.4	24	-22
COC(=O)COc1ccc2oc(=O)cc(-c3cc4cccc(OC)c4o3)c2c1	-25	12	-3	-3	-3.7	-0.1	11	-0.8	6	5
